Screening data (PubChem BioAssay)
FadD28 FP inh: inhibitors of FadD28 bisubstrate probe binding, primary screen, biochemical, fluorescence polarization, single point | inhibition, % at 12.5 µM | Mycobacterium tuberculosis FadD28 fatty-acid-AMP ligase | 360,000 tested, 0.22% active; in the data active = inhibition above about 8.5%, passing the limit was not always enough; inconclusive = no clear call, values can overlap the other calls
TcdB GH inh: TcdB glycohydrolase inhibitors, primary screen, biochemical, single point, plate reader; Toxin B (Clostridioides difficile), P18177; TcdB glycohydrolase enzymatic assay; inhibition, % at 9.99 µM; 350,000 tested, 0.24% active; AID 652162, 2013; in the data active = inhibition above about 10%
Anthrax LF inh2: Bacillus anthracis LF protease inhibitors, primary screen, biochemical, multiplex microsphere, MLPCN library; Lethal factor (Bacillus anthracis), P15917; multiplex microsphere protease cleavage assay; inhibition, % at 10 µM; 360,000 tested, 0.12% active; also: plate controls were buffer without enzyme for full effect and enzyme alone for no effect
Target sequence (P15917 whole entry, looked up): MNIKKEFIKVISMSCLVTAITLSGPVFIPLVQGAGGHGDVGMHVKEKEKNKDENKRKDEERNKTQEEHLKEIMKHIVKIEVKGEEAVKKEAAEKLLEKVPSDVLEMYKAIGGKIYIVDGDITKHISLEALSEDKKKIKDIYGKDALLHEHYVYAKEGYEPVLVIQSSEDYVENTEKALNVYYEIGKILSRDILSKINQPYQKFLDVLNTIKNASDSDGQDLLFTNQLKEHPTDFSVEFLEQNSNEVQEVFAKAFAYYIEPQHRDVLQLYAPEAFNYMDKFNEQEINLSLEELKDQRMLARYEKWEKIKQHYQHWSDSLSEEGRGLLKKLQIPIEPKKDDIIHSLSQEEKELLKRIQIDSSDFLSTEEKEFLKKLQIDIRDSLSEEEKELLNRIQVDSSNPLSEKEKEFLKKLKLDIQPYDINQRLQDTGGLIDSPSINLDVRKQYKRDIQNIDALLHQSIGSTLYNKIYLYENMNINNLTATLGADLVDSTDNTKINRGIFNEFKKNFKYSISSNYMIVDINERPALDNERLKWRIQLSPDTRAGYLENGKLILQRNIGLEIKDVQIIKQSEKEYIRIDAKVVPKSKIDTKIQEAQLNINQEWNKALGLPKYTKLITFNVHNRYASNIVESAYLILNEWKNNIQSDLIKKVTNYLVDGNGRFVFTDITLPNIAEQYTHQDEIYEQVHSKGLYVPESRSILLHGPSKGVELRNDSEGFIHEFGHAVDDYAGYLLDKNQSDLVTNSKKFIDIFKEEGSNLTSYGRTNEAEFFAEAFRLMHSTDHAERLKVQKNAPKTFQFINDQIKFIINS
PrPC TRFRET: inhibitors of human cell surface prion protein PrPC, primary screen, cell-based, TR-FRET | AID 720596, 2013 | TR-FRET read-out | inhibition, % at 13.8 µM | 370,000 tested, 0.43% active; in the data active = inhibition above about 24%; also: 0% = median of the test wells and 100% = reference compound wells
BoNT-F LC inh: BoNT/F light chain protease inhibitors, primary screen, biochemical, flow cytometry, MLPCN library. AID 588497, 2011. Botulinum neurotoxin type F light chain protease (Clostridium botulinum). Multiplex microsphere protease cleavage assay. inhibition, % at 10 µM. 360,000 tested, 0.22% active; in the data active = inhibition above about 35%, passing the limit was not always enough; inconclusive = no clear call, values can overlap the other calls; also: plate controls were buffer without enzyme for full effect and enzyme alone for no effect
BoNT A protease: BoNT/A light chain protease inhibitors, primary screen, biochemical, flow cytometry, MLPCN library; multiplex microsphere protease substrate cleavage; AID 588499, 2011; Botulinum neurotoxin type A light chain protease (Clostridium botulinum A str. ATCC 3502); 360,000 tested, 0.17% active; inhibition, % at 10 µM; also: plate controls were buffer without enzyme for full effect and enzyme alone for no effect
PfHsp40 rescue: rescue of yeast from PfHsp40 toxicity, primary screen, S. cerevisiae, ATP luminescence. S. cerevisiae expressing PfHsp40, growth rescue. growth rescue, % at 12.5 µM. 340,000 tested, 0.68% active; in the data active = growth rescue above about 28%, passing the limit was not always enough; inconclusive = no clear call, values can overlap the other calls;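 also: yeast W303a lacking pdr1 and pdr3 grown in galactose medium; growth measured after three days at 30 °C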
CCHF vOTU inh: CCHFV vOTU protease inhibitors, primary screen, biochemical, Pep-AMC substrate, fluorescence | Crimean-Congo hemorrhagic fever virus L polyprotein viral ovarian tumor (vOTU) protease … | inhibition, % at 11.5 µM | 370,000 tested, 0.55% active | AID 651958, 2012; in the data active = inhibition above about 30%; also: 0% = vehicle wells with enzyme and 100% = no enzyme wells
Y pestis TopoI: Yersinia pestis topoisomerase I inhibitors, primary screen, biochemical, cleavage product accumulation, plate reader, single point; DNA topoisomerase I (Yersinia pestis CO92); Y. pestis Topo-I cleavage product accumulation; activity, % at 10 µM; 360,000 tested, 0.064% active; AID 504884, 2011; in the data active = activity above about 50%, passing the limit was not always enough; inconclusive = no clear call, values can overlap the other calls; also: inactives centre near 2
Numbers without * were called inactive; ? = inconclusive; nt = not tested or not shown. Rule as the data show it, unless noted: active = inhibition above about 30%; inconclusive = no clear call, values can overlap the other calls; inactive = below that.

SMILES	FadD28 FP inh	TcdB GH inh	Anthrax LF inh2	PrPC TRFRET	BoNT-F LC inh	BoNT A protease	PfHsp40 rescue	CCHF vOTU inh	Y pestis TopoI
Cc1cccc(S(=O)(=O)N2CCN(Cc3ccc4c(c3)OCO4)CC2)c1	-3.9	3.3	-6	1	-6	-2.0	2.4	7	31
COc1ccc(N2CCN(C(=O)c3cccnc3SCc3cccc(Br)c3)CC2)cc1	2.1	-0.1	1	1	0	0.6	3.8	-15	3
O=C(CC1(O)C(=O)Nc2ccccc21)c1ccc2c(c1)OCO2 (stereo not drawn)	-1.5	nt	-2	2	2	0.3	0.0	-16	-4
Cc1ccc(NC(=S)N(CCCN2CCOCC2)Cc2cccnc2)cc1C	-1.5	0.8	2	1	-7	-0.4	0.2	2	0
Cc1ccc(CN2C(=O)c3ccccc3NC2c2ccccn2)cc1 (stereo not drawn)	-4.8	0.8	0	-3	-5	-0.9	-0.2	-53	5
O=C1c2ccccc2C(=O)N1CCCCSc1nnc2ccccn12	1.2	nt	0	-10	1	0.6	-1.8	9	6
Cc1cccc(S(=O)(=O)NC(=O)C2(C)CCN2C(=O)CC2CCCCC2)c1 (stereo not drawn)	-0.6	-2.6	2	5	0	-0.3	nt	1	3
N#Cc1c(SCC(N)=O)nsc1SCc1ccc(Cl)cc1	1.0	nt	-3	7	-1	?	-0.6	4	25
CC1CCc2sc(C(=O)OCC(=O)NC(C)C)cc2C1 (stereo not drawn)	-1.2	1.4	-3	10	0	-0.3	-3.3	6	-1
COc1ccc(CCNC(=O)CSCc2c(F)cccc2Cl)cc1OC	-4.7	0.9	2	4	-3	-0.8	-0.5	-12	12
Cc1ccc(S(=O)(=O)N2CCCCC2)cc1NC(=O)C1CC(=O)N(Cc2ccco2)C1 (stereo not drawn)	0.3	1.1	6	7	-10	-0.3	0.7	0	-12
Cc1ccc(OC(=O)CCc2c(C)nc3ncnn3c2C)cc1	-0.8	nt	-3	9	-3	-1.0	-1.0	-10	3
CCNC(=O)NC(=O)C(C)Sc1nc2ccccc2c(=O)n1-c1cccnc1 (stereo not drawn)	nt	1.8	3	-7	2	2.5	-0.4	12	-11
Cc1cc(OC(=O)c2ccccc2)c([N+](=O)[O-])c(=O)[nH]1	0.0	-1.1	1	8	2	-1.2	0.3	3	-6
CC(=O)Nc1ccc(S(=O)(=O)N(Cc2cccnc2)Cc2cc3ccccc3[nH]c2=O)cc1	-7.1	0.7	-4	-6	5	-0.2	1.1	3	5
Cc1cc(C2=NNC(=NC3CC3)SC2)c(C)n1-c1ccccc1F	-2.9	0.5	-2	7	-5	0.2	-1.8	21	1
O=C(NC(=O)c1cc([N+](=O)[O-])ccc1Cl)C1=C(N2CCCC2)COC1=O	-1.7	-0.3	10	-25	3	-0.4	-1.5	4	2
CSCC(=O)Nc1cc(C)on1	0.3	1.0	nt	-1	nt	nt	-0.3	-4	-2
CCn1cc(C(=O)Nc2cccc(NC(C)=O)c2)c2cc(OC)c(OC)cc2c1=O	-2.4	nt	1	6	4	0.2	-2.5	-1	-4
Cc1ncc([N+](=O)[O-])n1CCOC(=O)c1ccc(Cl)cc1Cl	-0.9	nt	-1	-5	-9	-0.4	0.1	4	-2
O=C(CCNS(=O)(=O)c1ccccc1C(F)(F)F)NCCCN1CCOCC1	-1.5	-0.7	-7	-1	-1	-0.1	-1.1	7	-5
COc1ccc(NC(=O)CCN2C(=O)c3cccc([N+](=O)[O-])c3C2=O)cc1	-0.1	-7.4	nt	4	nt	nt	0.3	-12	9
O=C(CCc1ccccc1)NNC(=O)c1ccc(F)cc1	0.5	0.7	-7	8	3	-0.3	-1.2	-7	4
Cc1ccc(CNC(=O)NC23CC4CC(CC(C4)C2)C3)cc1	-1.6	-2.7	-1	-4	12	1.1	-1.2	9	-8
O=S(=O)(c1ccc(-c2ccon2)s1)N1CCCC1	-0.2	1.4	14	-4	?	?	-1.2	7	-8
Other entries
SMILES	FadD28 FP inh	TcdB GH inh	Anthrax LF inh2	PrPC TRFRET	BoNT-F LC inh	BoNT A protease	PfHsp40 rescue	CCHF vOTU inh	Y pestis TopoI
COc1ccc(-c2cc(-c3ccccc3)c(C#N)c(S(C)=O)n2)cc1 (stereo not drawn)	-2.9	nt	1	-4	4	0.0	1.6	-199	39
Cc1ccc(NC(=O)CN(C)S(=O)(=O)c2cccc3nsnc23)cc1Cl	-5.2	nt	1	-11	-5	0.2	0.8	9	16
Cc1ccc(COC(=O)c2nn(-c3ccccc3)nc2N)cc1	-1.7	2.2	-1	9	-6	-0.5	-1.4	-56	-12
COc1ccc(OC)c(S(=O)(=O)n2nnc3ccccc32)c1	-3.2	nt	-1	8	0	-0.3	-2.0	-1	-4
O=C(O)CCC(=O)N1N=C(c2ccccc2)CC1c1cccs1 (stereo not drawn)	1.0	-0.3	-8	-3	-3	-0.4	0.2	4	7
COc1cccc(CNC(=O)c2cccs2)c1	-0.9	0.1	-1	9	-4	1.0	0.7	-3	5
Cc1ccc(S(=O)(=O)Nc2nc3ccc(N)cc3s2)cc1	5.4	-0.2	10	7	1	-1.4	-0.9	16	-17
CS(=O)(=O)c1ccc(C(=O)Nc2ccccc2Cl)cc1	-2.8	0.0	-15	-3	?	?	0.0	4	5
CN(C)C(=O)/C=C\c1cn(-c2ccccc2)nc1-c1ccc2c(c1)OCCO2	-5.7	1.3	1	3	0	-0.1	6.0	-5	31
NC(CO)C12CC3CC(CC(C3)C1)C2 (stereo not drawn)	-2.4	7.0	0	-3	-6	-0.1	0.9	0	-1
O=C(C#Cc1cccc([N+](=O)[O-])c1)c1ccccc1	-1.5	nt	-2	nt	-15	0.6	4.6	nt	4
O=C(NCc1cnc2ccccn12)C1CCC(=O)N(Cc2cccc(F)c2)C1 (stereo not drawn)	-1.5	1.3	-1	3	4	3.3	-2.3	1	-13
NC(CCC(=O)NC(CS)C(=O)NCC(=O)O)C(=O)O (stereo not drawn)	-2.8	-0.1	-1	-1	1	0.5	1.3	-3	3
C=CCNC(=S)NC(=O)c1csc([N+](=O)[O-])c1	-1.2	1.6	-11	-5	?	?	2.0	-6	-4
CC1(C)NC(=O)N(CC(O)COc2ccc(N3C(=O)c4ccccc4C3=O)cc2)C1=O (stereo not drawn)	-0.2	nt	6	-3	-5	-0.6	1.4	1	-5
N#CCCn1nc(-c2ccc(Cl)cc2)cc1Nc1ccccc1NC(=O)C(F)(F)F	1.6	nt	2	2	11	1.3	-0.8	0	-6
COc1ccc(C(=O)/C=C/c2ccccc2OC)c(OC(=O)c2ccc([N+](=O)[O-])cc2)c1	-4.4	3.5	-3	-3	-5	4.2	0.3	-1	-5
C=CCn1c(SCC(=O)NCc2ccco2)nc2sc3c(c2c1=O)CCCC3	0.3	nt	0	2	1	0.0	0.6	2	0
Cc1ccc(NCc2n[nH]c(=S)n2-c2ccccc2)cc1Cl	-1.9	1.5	-4	-13	-1	-1.1	-0.6	7	-2
CS(=O)(=O)c1ccc(Cl)c(NC(=O)CSc2nnc(C3CC3)n2C2CC2)c1	-2.5	-0.2	0	3	-9	-0.4	-2.8	-10	-6
CN(C)S(=O)(=O)Nc1ccccn1	-1.8	-0.9	-9	10	-9	-7.8	-0.2	10	-1
Clc1ccc(OCc2nnc3n2CCCCC3)c(Cl)c1	-1.2	8.5	0	6	11	0.1	1.0	1	22
O=C(NCC(c1cccs1)N1CCOCC1)c1ccc(Cl)c(S(=O)(=O)N2CCOCC2)c1 (stereo not drawn)	-1.0	0.0	-4	5	-3	-0.9	-0.5	13	8
Cc1ccc(S(=O)(=O)NN=C2CC(C)(C)OC2(C)C)cc1	-2.9	1.3	-2	0	0	-0.2	nt	14	2
O=c1c(F)cn(C2CCCO2)c(=O)n1Cc1c(Cl)cccc1Cl (stereo not drawn)	-1.9	nt	0	-5	2	0.3	0.2	-3	1

Looked up above.
PfHsp40 rescue, Cc1ccc(NC(=O)CN(C)S(=O)(=O)c2cccc3nsnc23)cc1Cl : 0.8
PfHsp40 rescue, CSCC(=O)Nc1cc(C)on1 : -0.3
PrPC TRFRET, CC1(C)NC(=O)N(CC(O)COc2ccc(N3C(=O)c4ccccc4C3=O)cc2)C1=O (stereo not drawn) : -3
Y pestis TopoI, O=C1c2ccccc2C(=O)N1CCCCSc1nnc2ccccn12 : 6

Returning to the listing with the 2 entries that preceded the break.
SMILES	FadD28 FP inh	TcdB GH inh	Anthrax LF inh2	PrPC TRFRET	BoNT-F LC inh	BoNT A protease	PfHsp40 rescue	CCHF vOTU inh	Y pestis TopoI
Cc1ccc(S(=O)(=O)NN=C2CC(C)(C)OC2(C)C)cc1	-2.9	1.3	-2	0	0	-0.2	nt	14	2
O=c1c(F)cn(C2CCCO2)c(=O)n1Cc1c(Cl)cccc1Cl (stereo not drawn)	-1.9	nt	0	-5	2	0.3	0.2	-3	1
COc1cccc(-c2cnc(C(O)c3ccccc3)[nH]2)c1 (stereo not drawn)	-4.6	0.4	-8	7	0	-0.2	nt	-8	-6
COCC(C)N=CC1=C(O)CC(C)(C)CC1=O (stereo not drawn)	1.7	nt	-7	-5	-4	-0.5	0.7	-10	-5
Cc1cc(=O)oc2cc(NC(=O)c3ccccc3C(=O)O)ccc12	-0.8	0.9	-3	8	5	0.9	-0.3	-404	4
O=C(O)C1C2C=CC3(CN(c4cccc(C(F)(F)F)c4)C(=O)C13)O2 (stereo not drawn)	-1.5	nt	-5	0	2	-0.3	-0.7	8	-1
Nc1nc(-c2cc3c(cc2Cl)OCCO3)cs1	-1.3	1.3	-16	1	-16	-6.5	-0.8	8	7
Cc1[nH]nc2ncc(C(=O)c3cc(F)ccc3O)cc12	-3.8	nt	-3	0	-4	-0.5	-1.2	-3	-5
O=C(O)CNC(=O)c1ccc(Sc2ccccc2)c([N+](=O)[O-])c1	0.5	3.1	-2	-32	0	-0.6	-0.8	-8	6
CN(CC(=O)Nc1ccc(Cl)c(C(F)(F)F)c1)C(=O)c1cccs1	-4.8	-1.2	2	8	-6	-2.3	1.0	-5	-2
CC(=O)CSc1nnc(-c2ccc3c(c2)OCO3)o1	1.4	nt	4	9	-3	-0.5	1.0	8	5
Cc1nn(CC(=O)NNC(=S)Nc2ccccc2)c(C)c1[N+](=O)[O-]	-0.4	-17	1	7	1	-0.9	-0.6	9	2
CCCC1(c2ccccc2)NC(=O)N(CC(=O)Nc2cc(OC)cc(OC)c2)C1=O (stereo not drawn)	nt	0.7	0	11	-6	-1.6	-0.6	14	-3
CCOc1cc(CNCCO)cc(Br)c1OCc1ccc(Cl)cc1	-10	nt	-5	-18	-4	0.3	-0.7	12	-18
CC(NC(=O)C1CCN(c2nnc(-n3cccc3)s2)CC1)C12CC3CC(CC(C3)C1)C2 (stereo not drawn)	-3.9	nt	5	0	-1	0.2	2.0	3	33
CCOc1cccc(C(=O)N2CCCN(C)CC2)c1	0.7	-2.5	-10	2	-23	2.7	-0.4	15	-5
O=C(CCSCc1ccccc1F)NCc1cccnc1	2.0	0.4	-3	1	-2	-0.1	0.8	13	2
Cn1c(CNC(=O)CCNC(=O)c2ccc(Br)cc2)cc(=O)n(C)c1=O	-1.0	1.4	-2	6	4	-2.0	-0.8	1	7
COCCNC(=O)/C(C#N)=C/c1c(N2CCCCCC2)nc2ccccn2c1=O	2.1	-4.2	-19	-17	4	4.0	0.5	0	-1
O=C(C(=O)N1CCOCC1)c1cn(CCCOc2ccccc2)c2ccccc12	0.1	1.3	-8	-1	-1	-0.2	2.0	7	12
CCc1ccccc1NC(=O)N[C@@H](C)C(=O)OC	0.3	nt	-1	9	-12	-1.8	-0.5	5	-6
